# Screens from PubChem.
# SENP1 inh: inhibitors of human SENP1 SUMO protease catalytic domain. AID 624204. Q9P0U3. inhibition, % at 10 µM. recombinant SENP1 catalytic domain, CyPet-SUMO1-YPet FRET cleavage. 360,000 compounds, 0.21% hits;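 active means inhibition at least 30% at 10 µM, raw YFP signal under a set limit, fluorescence ratio 0.5 to 1.5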;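 further: 0% = enzyme with DMSO and 100% = no enzyme wells; some results filed as inactive read as strong as hits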
# Target sequence (Q9P0U3 419-644 limits assumed): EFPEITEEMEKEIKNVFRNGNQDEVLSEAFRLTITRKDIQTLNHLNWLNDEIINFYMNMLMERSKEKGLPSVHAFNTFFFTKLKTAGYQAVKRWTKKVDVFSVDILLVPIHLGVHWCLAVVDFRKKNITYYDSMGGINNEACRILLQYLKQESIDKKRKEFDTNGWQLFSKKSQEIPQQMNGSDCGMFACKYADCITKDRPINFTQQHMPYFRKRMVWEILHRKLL
#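 system = hSENP1 catalytic domain, recombinant | reagent = SFCypet-SUMO1-SFYpet substrate at 25 nM | doses = one dose per compound, 10 µM, 0.5% DMSO | incubation = enzyme reaction for 50 min at room temperature, dark | measured by = FRET, CFP and YFP emission | controls = no-enzyme low, enzyme-DMSO high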
# SENP8 block-1: inhibitors of human SENP8 protease | purified SENP8, Z-RLRGG-aminoluciferin cleavage, luminescence | inhibition, % at 10 µM | 330,000 compounds, 1.2% hits | AID 2540; in the data active means inhibition above about 50%
# Target sequence (Q96LD8 whole entry, looked up): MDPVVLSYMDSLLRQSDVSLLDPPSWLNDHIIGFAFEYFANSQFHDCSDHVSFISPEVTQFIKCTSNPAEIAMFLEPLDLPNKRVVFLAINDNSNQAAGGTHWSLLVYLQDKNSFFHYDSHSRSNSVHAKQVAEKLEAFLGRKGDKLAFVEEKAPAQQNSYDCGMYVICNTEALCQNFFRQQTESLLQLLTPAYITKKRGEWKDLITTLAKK
# SENP6 inh: inhibitors of human SENP6 protease | Q9GZR1 | Recombinant SENP6 catalytic domain, aminoluciferin luminescence | inhibition, % at 10 µM | 330,000 compounds, 1.8% hits | AID 2599;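 active means inhibition above about 50% at the single tested dose, limit read from the data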;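 further: plate controls were DMSO wells with enzyme for no effect and DMSO wells lacking enzyme for full effect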
# HKDC1 inhibitor: blocks human hexokinase HKDC1 activity; Q2TB90; recombinant HKDC1, G6PDH/diaphorase resazurin coupled fluorescence; inhibition, % at 20 µM; 340,000 compounds, 0.16% hits; AID 493160;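 active means inhibition above about 35% when tested at 20 µM, limit read from the data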;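 further: plate controls were DMSO wells with enzyme for no effect and DMSO wells lacking enzyme for full effect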
#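 Incubation: 90 min at room temperature in dark / Material: recombinant HKDC1 (HK5) hexokinase enzyme, produced in-house / Quantity: enzyme 5 µg/mL final / Compound: one dose of 20 µM, 1% DMSO / Reagent: glucose and ATP substrates / Buffer or medium: Tris pH 8.0 buffer with MgCl2, Tween-20, BSA, BME / Technique: resorufin fluorescence at 613 nm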
# Apaf1 inhib: human Apaf-1 inhibition; 330,000 compounds, 0.71% hits; inhibition, % at 20 µM; AID 489030; O14727; reconstituted apoptosome caspase-3 activity, DEVD-Rh110 fluorescence; active means inhibition of at least 40% at 20 µM;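 further: plate controls were DMSO wells for no effect and DEVD-CHO caspase inhibitor wells for full effect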
#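 Material: reconstituted apoptosome with Apaf-1, cytochrome c, caspase-9, procaspase-3, dATP / Buffer or medium: pH 7.5 Hepes buffer with CHAPS, BSA, DTT / Also added: cytochrome c with DEVD-Rh110 / Schedule: compound with Apaf-1, dATP, procaspase-3 30 min, then 50 min reaction, room temperature / Technique: rhodamine 110 fluorescence at Ex 480/Em 540 nm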
# PfGluPho inh: PfG6PD (Plasmodium falciparum) enzyme inhibition; 350,000 compounds, 0.78% hits; PfGluPho enzyme, NADPH resazurin-diaphorase fluorescence; AID 504690; inhibition, % at 20 µM;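 active means inhibition reaching at least a set limit at 20 µM in the primary screen, cut at about 59% in these data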;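 further: 0% = DMSO wells with substrate and 100% = DMSO wells lacking glucose-6-phosphate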
# SENP7 block: SENP7 protease inhibition; inhibition, % at 5 µM; Q9BQF6; AID 434973; recombinant SENP7, Z-RLRGG-aminoluciferin luminescence, 40 min; 330,000 compounds, 1.5% hits;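 active means inhibition above about 50% at the single test dose, limit read from the data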;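 further: plate controls were DMSO with enzyme for no effect and no enzyme buffer wells for full effect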
# Target sequence (Q9BQF6 706-1050 limits assumed): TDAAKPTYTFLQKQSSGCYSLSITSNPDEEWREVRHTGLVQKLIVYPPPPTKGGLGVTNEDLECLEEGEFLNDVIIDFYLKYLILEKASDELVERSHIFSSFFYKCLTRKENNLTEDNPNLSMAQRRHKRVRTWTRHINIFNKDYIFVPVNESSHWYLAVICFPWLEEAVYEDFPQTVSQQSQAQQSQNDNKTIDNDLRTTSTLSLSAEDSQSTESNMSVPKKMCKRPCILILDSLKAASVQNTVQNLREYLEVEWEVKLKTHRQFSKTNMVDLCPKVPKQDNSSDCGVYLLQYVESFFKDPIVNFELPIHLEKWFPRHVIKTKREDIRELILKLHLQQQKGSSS
# SENP8 block-2: inhibitors of human SENP8 protease; Q96LD8; recombinant SENP8, Nedd8 substrate fluorescence; inhibition, % at 20 µM; 360,000 compounds, 0.64% hits; AID 602440; in the data active means inhibition mostly above about 40%, no sharp cut-off; inactive means mostly below about 27%
# Starred values were filed as active, the others as inactive; i = inactive; / = not tested or not shown. This is a random part of the collection; about 3.6% have a hit in one of these screens.
SMILES,SENP1 inh,SENP8 block-1,SENP6 inh,HKDC1 inhibitor,Apaf1 inhib,PfGluPho inh,SENP7 block,SENP8 block-2
Cc1onc(-c2ccccc2)c1C(=O)NC(=S)Nc1sc2c(c1C#N)CCCC2,-7,-7,-12,1,31,37,-8,-12
COc1ccc(NC(=O)CSc2nnc(-c3ccccc3)n2Cc2ccco2)c(OC)c1,1,-2,-3,0,4,8,0,30
COc1ccc(Cc2c(O)nc[nH]c2=O)cc1,1,-6,-14,-6,6,8,-5,27
CC1=CC(=C(C#N)C#N)C=C(C)N1CCC(C)C,0,6,-13,9,-6,-6,5,8
CC(C)c1ccc(N(C(=O)C(F)(F)F)C(C(=O)NC2CCCCC2)c2ccncc2)cc1 (stereo not drawn),2,-7,2,1,13,14,5,13
COc1ccc(N(CC(=O)O)S(=O)(=O)c2cccnc2)cc1,1,-5,-8,-6,5,-8,-3,19
O=C1CSC(c2cccc([N+](=O)[O-])c2)N1c1ccc(O)cc1 (stereo not drawn),0,1,8,-5,5,-2,4,0
COc1ccc(N2CCN(C(=O)c3ccccc3Br)CC2)c([N+](=O)[O-])c1,-1,-1,-31,-4,-17,-16,-1,-34
CCCn1nnc(NC(=S)NC(=O)c2cccs2)n1,0,-2,-7,4,3,-23,1,19
COc1cc2nc(Nc3ccc(C)c(Cl)c3)nc(N)c2cc1OC,1,13,28,0,45*,34,39,-297
COC(=O)c1cc(S(=O)(=O)NCCCN2CCCC2=O)cn1C,-2,5,-2,-5,0,2,11,4
CC(=O)c1ccc(N2CCN(c3ccc(S(=O)(=O)NCCCN(C)C)cc3[N+](=O)[O-])CC2)cc1,1,-2,4,-1,12,-5,-1,25
COc1cccc(OCC(=O)NNC(=O)c2cccs2)c1,-1,2,-16,-4,-15,2,8,26
O=C(CS(=O)(=O)c1c[nH]c2ccccc12)N1CCCc2ccccc21,4,-14,-10,1,13,-6,-12,10
CCOC(=O)c1c(C)[nH]c(C=C2C(=O)CCCC2=O)c1O,-50,13,4,15,-9,-25,4,10
O=C(O)CCC(=O)Nc1cccc(-c2nnc(-c3ccccc3)o2)c1,1,-1,4,-6,9,-13,9,2
COc1cc2c(cc1OC)C1(CCCC1)CNC2c1ccc([N+](=O)[O-])cc1 (stereo not drawn),1,-3,-3,17,8,-9,-2,23
CC(=O)c1sc(-c2ccccc2)cc1NS(=O)(=O)c1ccc(C)cc1,-35,8,-33,4,-5,-41,3,-388
COc1ccc(C(=O)Nc2ccccc2C(=O)NCc2ccco2)cc1,2,1,-10,-5,7,16,4,-19
CCc1ccc2nc(N=C(N)N)nc(C)c2c1,-3,0,5,0,-8,3,1,-57
O=C(CNC(=O)c1cccc(F)c1)N/N=C/c1ccc([N+](=O)[O-])s1,-1,20,30,-8,2,5,5,39
Cc1ccc(NCC(O)Cn2cnc3c2c(=O)n(C)c(=O)n3C)cc1 (stereo not drawn),3,2,-2,1,-25,-2,7,14
Cc1ccccc1NC(=O)COC(=O)Cc1cccc(C(F)(F)F)c1,3,-10,-14,-5,0,-2,11,11
COc1ccc(N(CC(=O)NCC2CCCO2)S(=O)(=O)c2c(C)noc2C)cc1 (stereo not drawn),1,-4,-3,-11,1,-23,6,16
O=C(CNC(=O)c1cccs1)NCC(=O)OCc1c(F)cccc1Cl,2,-5,-6,-5,-9,8,-1,5

# (next part)
SMILES,SENP1 inh,SENP8 block-1,SENP6 inh,HKDC1 inhibitor,Apaf1 inhib,PfGluPho inh,SENP7 block,SENP8 block-2
c1ccc(Nc2nc3ccccc3[nH]2)nc1,-7,-7,12,-4,5,34,10,-27
O=c1[nH]c(C(F)(F)F)nc2ccc3ccccc3c12,2,-7,-17,0,4,-3,-5,-8
Nc1nc(-c2ccccc2Cl)cs1,1,/,/,0,/,35,/,5
CS(=O)(=O)c1nc(-c2ccccc2)c(-c2ccccc2)[nH]1,3,-1,-9,1,0,2,2,-20
COCCSc1ccccc1C(=O)N1CCc2ccccc2C1,-2,-13,-13,-7,-4,8,-5,8
CCc1ccc(N(CC(=O)NC2CCCCC2)S(=O)(=O)c2c(C)noc2C)cc1,-3,1,-12,-11,3,2,1,7
COC(=O)c1cc(NC(=O)c2nn(C)c(=O)c3ccccc23)cc(C(=O)OC)c1,1,-1,13,9,1,2,-10,8
COc1ccc(O)c(-c2c(-c3ccc(Cl)cc3)n[nH]c2C)c1,3,-1,-14,1,20,38,10,22
O=C(COc1ccccc1)NC1C(=O)N2C(C(=O)O)=C(Cl)CSC12 (stereo not drawn),-3,1,2,-4,-11,5,-4,4
CC(C)CNS(=O)(=O)c1ccc(C(=O)Nc2ccc3c(c2)OCO3)cc1,2,1,-2,0,4,2,1,-9
Cc1ccc(NC(=O)Nc2cccc([N+](=O)[O-])c2)nc1,1,-2,2,-10,-12,-10,2,14
O=c1c2cc(Br)ccc2nc(-c2ccc([N+](=O)[O-])cc2)n1O,2,-14,-4,-5,10,-14,-12,11
CCOC(=O)c1ccc(Oc2cc(C)nc(Cl)n2)cc1,0,-3,-9,-7,-12,6,3,7
Cc1cc(C)c(C#N)c(SCc2cc3c(cc2Cl)OCO3)n1,3,-17,-16,-8,9,-15,-11,2
Cn1c(=O)c2c(SCC(=O)NC3CCCC3)nc(CC(C)(C)C)nc2n(C)c1=O,2,2,-23,-6,i,10,4,3
O=C(Cc1ccccc1)NN1C(=O)C2C3C=CC(C3)C2C1=O (stereo not drawn),1,-8,-8,-5,3,-5,-2,20
O=C(/C=C/c1ccccc1)NC(=S)Nc1ncccn1,2,-4,9,-4,5,3,4,10
Cc1cccc(OCCc2c(C)[nH]c(=S)[nH]c2=O)c1,0,-3,1,-6,-2,5,1,1
CC(C)(C)NC(=O)C1Cc2ccccc2CN1C(=O)Nc1ccccc1Cl (stereo not drawn),-1,11,-10,-8,0,3,6,26
Cc1onc(-c2ccccc2)c1C(=O)Nc1ccc2c(c1)OCCO2,2,1,-4,-5,-11,14,0,-32
O=C(c1cc2ncc(Br)cn2n1)N1CCN(C(=O)c2ccco2)CC1,0,-8,-10,-4,-9,12,11,-3
Cc1cccc(C(=O)O/N=C/c2ccc(Br)cc2)c1,2,61*,68*,2,15,18,62*,6
CCOCCCNC(=O)c1ccc(N2CC3CC(C2)c2cccc(=O)n2C3)c(NC(=O)Nc2cccc(OC)c2)c1 (stereo not drawn),1,3,9,-3,-11,-4,1,22
Cc1ccc(C(OC(=O)c2ccco2)C(=O)NC(C)(C)C)cc1 (stereo not drawn),3,-5,-13,-6,-8,-12,4,10
Cc1ccc(NC2=C(Cl)C(=O)OC2OC(=O)c2ccccc2)c(C)c1 (stereo not drawn),1,1,5,-5,12,5,-1,13

# In the list so far, six have a thiophene ring, fused or not:
SMILES,SENP1 inh,SENP8 block-1,SENP6 inh,HKDC1 inhibitor,Apaf1 inhib,PfGluPho inh,SENP7 block,SENP8 block-2
Cc1onc(-c2ccccc2)c1C(=O)NC(=S)Nc1sc2c(c1C#N)CCCC2,-7,-7,-12,1,31,37,-8,-12
CCCn1nnc(NC(=S)NC(=O)c2cccs2)n1,0,-2,-7,4,3,-23,1,19
COc1cccc(OCC(=O)NNC(=O)c2cccs2)c1,-1,2,-16,-4,-15,2,8,26
CC(=O)c1sc(-c2ccccc2)cc1NS(=O)(=O)c1ccc(C)cc1,-35,8,-33,4,-5,-41,3,-388
O=C(CNC(=O)c1cccc(F)c1)N/N=C/c1ccc([N+](=O)[O-])s1,-1,20,30,-8,2,5,5,39
O=C(CNC(=O)c1cccs1)NCC(=O)OCc1c(F)cccc1Cl,2,-5,-6,-5,-9,8,-1,5

# Additional structures follow.
SMILES,SENP1 inh,SENP8 block-1,SENP6 inh,HKDC1 inhibitor,Apaf1 inhib,PfGluPho inh,SENP7 block,SENP8 block-2
Cc1cccc2[nH]c3c(N4CCC5(CC4)OCCO5)ncnc3c12,-3,-6,2,-7,4,3,-15,-295
CCCCCC1(C(=O)OCC)CC(CSC(=N)N)OC1=O (stereo not drawn),1,0,1,-7,-18,6,2,11
COc1ccc(NC(=S)Nc2cc(C)cc(C)n2)cc1OC,0,-7,-2,-3,-10,4,1,22
COc1cc(/C=C2\C(=O)N(CCC#N)N=C2C)c(Br)cc1OC(C)C,0,4,40,2,79*,4,24,46*
COc1ccc(CN2CCC(n3nccc3NC(=O)CCc3ccccc3)CC2)c(C)c1C,0,-18,-3,-5,14,-7,-18,16
Cc1ccc(-n2c(SCC(=O)N3CCOCC3)nnc2-c2cccnc2)cc1,1,-5,-1,8,-4,-8,-8,14
COC(=O)[C@@H](NC(=O)NC1CCN(Cc2ccccc2)CC1)C(C)C,-9,-3,8,-7,0,-12,4,11
N/C(=N\OC(=O)COc1ccc(Cl)cc1Cl)c1ccccn1,2,87*,73*,-4,-7,2,90*,8
O=C(Cn1nnc2c(cnn2-c2ccccc2)c1=O)NCc1cccs1,2,-12,-6,1,-1,-5,11,-148
OCc1ccccc1CNCc1ccccc1,1,-7,-18,-4,-28,2,4,9
Cn1cccc1Cc1nnc(SCC(=O)Nc2ccccc2)n1-c1ccc(F)cc1,-8,-6,-6,5,11,-4,6,-16
CCOC(=O)C1CCN(S(=O)(=O)c2cccc(-c3cn4cccnc4n3)c2)CC1,-3,-9,-24,-7,7,-14,-7,-487
Cc1cc(S(=O)(=O)Nc2ccc(N(C)C)cc2)c(C)s1,0,-3,-14,14,5,13,13,10
CCN1CCCC1CNC(=O)c1cc2c(C)nc3ccccc3c2o1 (stereo not drawn),-5,1,-4,-4,0,-12,3,2
O=c1c(-c2cccc3ccccc23)[n+]([O-])c2ccccc2n1O,-21,-5,2,4,-2,5,4,-21
COc1ccc(/C=C2\SC(=O)N(CCNC(=O)C3CC(=O)N(c4ccccc4)C3)C2=O)cc1 (stereo not drawn),1,-16,-27,0,17,-3,-16,10
Cc1ccc(CN2CCN(/N=C\c3cccc([N+](=O)[O-])c3)CC2)cc1,2,-4,-1,-2,11,11,-3,23
CN(Cc1ccccc1)S(=O)(=O)c1cccc2nsnc12,1,-11,14,-11,19,-17,7,7
FC(F)(F)c1nnc2ccc(N3CCCCCC3)nn12,1,-5,-8,-2,9,-3,-6,9
O=C(c1ccccc1[N+](=O)[O-])N(CCc1ccccc1)Cc1ccccc1,1,2,11,-1,17,-9,5,13
CN1CCN(C(=O)CSc2nc(-c3ccncc3)ccc2C#N)CC1,1,1,4,-2,-17,16,4,-119
Cc1ccccc1NC(=O)C(Cc1ccccc1)n1cccc1 (stereo not drawn),2,5,1,-4,-1,-12,1,19
Cc1[nH]c2ccc(F)cc2c1CCNC(=O)C1CCCCC1C(=O)OCC(F)(F)F (stereo not drawn),-4,-10,-26,-7,9,34,-12,16
CC(C)CN(C(=O)CSc1nnc(-c2ccco2)o1)c1c(N)n(Cc2ccccc2)c(=O)[nH]c1=O,-8,-3,39,0,-2,-5,9,4
COCCNC(=O)c1ccc2c(c1)C(=O)c1ccccc1-2,1,-3,-20,-1,1,17,-5,19
Cc1cccc(OCC(=O)Nc2nnn(C)n2)c1C,0,-4,-4,-8,-7,3,7,11
